TEAD-YAP block: TEAD-YAP interaction inhibition; HEK-TIYL cells, TEAD-Gal4/YAP UAS-luciferase luminescence; inhibition, % at 9.12 µM; 640,000 compounds, 1.4% hits; AID 1259422; in the data active means inhibition above about 32%;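 further: 0% = median of test compound wells and 100% = reference inhibitor wells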
GPR151 activ: activators of human GPR151. PathHunter beta-arrestin GPR151 cells, luminescence. activation, % at 11.2 µM. 650,000 compounds, 1% hits; in the data active means activation above about 4.9%;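 further: 0% = median of compound wells and 100% = cells with positive control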
Target sequence (Q8TDV0 whole entry, looked up): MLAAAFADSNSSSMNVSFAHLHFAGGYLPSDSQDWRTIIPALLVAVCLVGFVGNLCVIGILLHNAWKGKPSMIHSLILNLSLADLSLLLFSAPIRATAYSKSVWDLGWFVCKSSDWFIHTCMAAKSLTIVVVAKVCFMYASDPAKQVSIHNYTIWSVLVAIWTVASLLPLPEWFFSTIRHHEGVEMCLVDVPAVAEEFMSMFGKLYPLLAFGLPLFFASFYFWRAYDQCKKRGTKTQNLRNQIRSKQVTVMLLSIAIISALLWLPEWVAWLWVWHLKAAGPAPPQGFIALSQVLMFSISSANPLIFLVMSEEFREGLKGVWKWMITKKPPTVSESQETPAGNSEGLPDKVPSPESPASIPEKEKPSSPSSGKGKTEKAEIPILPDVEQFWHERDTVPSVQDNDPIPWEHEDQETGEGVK
MITF primary: blocks human microphthalmia-associated transcription factor; AlphaScreen MITF homodimerization, bead proximity signal; inhibition, % at 2.6 µM; 650,000 compounds, 0.91% hits; AID 1259374; in the data active means inhibition above about 50%;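 further: 0% = vehicle wells with protein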
Target sequence (O75030 whole entry, looked up): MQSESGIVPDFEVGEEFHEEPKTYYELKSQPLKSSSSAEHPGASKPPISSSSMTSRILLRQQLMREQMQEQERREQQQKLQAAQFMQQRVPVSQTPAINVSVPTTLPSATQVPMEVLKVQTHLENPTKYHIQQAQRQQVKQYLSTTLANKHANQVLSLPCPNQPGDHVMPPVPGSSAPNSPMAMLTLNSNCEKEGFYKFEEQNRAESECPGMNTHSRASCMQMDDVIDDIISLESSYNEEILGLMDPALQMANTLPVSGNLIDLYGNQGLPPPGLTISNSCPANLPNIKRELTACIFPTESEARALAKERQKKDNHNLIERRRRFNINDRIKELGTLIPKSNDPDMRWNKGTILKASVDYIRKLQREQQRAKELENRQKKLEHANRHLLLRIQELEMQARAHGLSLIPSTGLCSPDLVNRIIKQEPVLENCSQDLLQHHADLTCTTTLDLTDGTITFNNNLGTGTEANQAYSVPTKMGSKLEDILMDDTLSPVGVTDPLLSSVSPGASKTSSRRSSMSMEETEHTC
FBW7 activator: activators of human E3 ligase FBW7. 650,000 compounds, 0.13% hits. AlphaScreen FBW7–phospho-cyclin E peptide binding, activator screen. normalized activity (activation), % at 26.1 µM. Q969H0. AID 1259310; in the data active means normalized activity above about 1.9%;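 further: purified mutant Fbw7 with reduced substrate affinity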
* hit, by the source's call.

# | molecule | TEAD-YAP block | FBW7 activator | GPR151 activ | MITF primary
1 | COC(=O)c1ccc(NC(=O)c2cn(-c3ccccc3)nc2-c2ccncc2)cc1 | -0.5 | -0.2 | 3.0 | -11.8
2 | CC(=O)N1CCN(C(=O)c2ccc3c(c2)OCO3)CC1 | 2.8 | -0.2 | 5.5* | -2.0
3 | N#Cc1ccc(NC(=O)COC(=O)Cc2ccc(Cl)cc2)cc1 | 0.2 | 0.1 | 1.0 | -14.9
4 | CC1(c2ccc([N+](=O)[O-])cc2)NC(=O)NC1=O (configuration not stated) | 8.0 | 0.1 | 1.1 | 10.0
5 | Cc1ccc(N(C2C=CS(=O)(=O)C2)S(=O)(=O)c2ccccc2)cc1 (configuration not stated) | 6.6 | 0.1 | 2.6 | -7.6
6 | C=CCn1c(=S)[nH]c2ccc(Br)cc2c1=O | 3.6 | 0.0 | 2.1 | 1.2
7 | O=C1OC(CC(=O)N2CCCC(c3ncncc3-c3ccncc3)C2)c2ccccc21 (configuration not stated) | -11.1 | 0.0 | -1.2 | 1.7
8 | CC(=O)Nc1ccc(C(=O)Nc2cccc([N+](=O)[O-])c2C)cc1 | -3.4 | 0.0 | 0.1 | 0.3
9 | COc1ccc(-n2nnc(C(=O)OCc3ccccc3F)c2C)cc1Cl | 3.7 | 0.0 | 0.5 | -6.1
10 | COCCCn1c(C)nnc1SCC(=O)Nc1cccc(C)c1C | -7.1 | 0.8 | 0.0 | 8.4
11 | CC1C(c2ccc3ccccc3n2)=CNc2ccccc21 (configuration not stated) | 41.1* | -0.1 | -0.8 | 4.3
12 | Clc1ccc(/C=C/C2=NN(c3ccccc3)C(c3ccc(Cl)cc3Cl)C2)c(Cl)c1 (configuration not stated) | 2.8 | -0.1 | 0.1 | -5.4
13 | CN(C)c1cccc(Nc2cc(C(=O)NC3CC3)c3ccccc3n2)c1 | 3.1 | 0.3 | 2.3 | 9.7
14 | CN(C(=O)[C@H]1C[C@@H](c2ccc(F)cc2)NS(=O)(=O)N1C)C1CCCCC1 | 15.5 | 0.0 | 0.6 | 0.1
15 | C=CCn1cc(C(=O)NCCCOC)c(=O)c2cc(S(=O)(=O)N(CC)CC)ccc21 | 15.1 | -0.1 | 2.4 | 16.1
16 | Cc1cc(C)n(-c2cc(N3CCN(S(C)(=O)=O)CC3)ccc2[N+](=O)[O-])n1 | 5.4 | 0.3 | 0.7 | 11.5
17 | Nc1ccc(NC(=O)c2nc[nH]c2C(=O)Nc2ccc(N)cc2)cc1 | 22.4 | 0.4 | -0.8 | 17.4
18 | C=CCNS(=O)(=O)c1ccc(OC)c2ncccc12 | -6.6 | 0.3 | -0.5 | 10.6
19 | COc1ccccc1C(=O)Oc1ccc(N2C(=O)C3CCC(C)CC3C2=O)cc1 (configuration not stated) | -7.6 | 0.0 | -0.2 | -11.4
20 | Cc1cccc(Nc2nc(-c3c(C)nc4ccccn34)cs2)c1 | 19.7 | -0.5 | 3.4 | 13.3
21 | Cc1ccc(CN2CCN3C(=O)[C@H]4CCCN4C(=O)[C@H]3C2)cc1C | 10.3 | 0.2 | -1.4 | 18.0
22 | CNC(=O)C(=O)NCCN1CCN(S(=O)(=O)c2ccc3ccccc3c2)CC1 | 10.6 | 0.0 | 1.1 | 2.8
23 | Cc1cc(NS(=O)(=O)c2ccc(Nc3nc(-c4ccc(C)c(C)c4)cs3)cc2)no1 | -9.8 | 1.3 | 0.7 | 16.3
24 | O=C(NC(=S)NNC(=O)[C@H]1C[C@@H]1c1ccccc1)c1ccc(Cl)cc1 | 3.5 | 0.1 | -1.0 | 8.7
25 | CC(=O)c1cccc(NCN2C(=O)C3CC=C(Cl)CC3C2=O)c1 (configuration not stated) | -3.8 | -0.1 | 2.3 | 1.3
26 | CCOc1ccccc1NC(=O)C(CC)Sc1ncnc2c1sc1ccccc12 (configuration not stated) | 2.2 | 0.1 | 1.0 | 1.4
27 | CCC1=NN(C(=O)c2ccc([N+](=O)[O-])cc2)C(O)(c2ccc(Br)cc2)C1 (configuration not stated) | -3.5 | -0.1 | 3.3 | 4.0
28 | O=C(CSc1nc2ccc(NC(=O)c3ccccc3)cc2s1)NC1CC1 | -38.4 | 0.6 | 0.0 | 10.6
29 | COC(=O)c1ccc2c(c1)N(Cc1ccccc1C)C(=O)C(C)O2 (configuration not stated) | -3.7 | -0.1 | 0.5 | 17.4
30 | CCOC(=O)c1ccc(N=Cc2c(O)n(-c3ccc(C)cc3)c(=O)[nH]c2=O)cc1 | -4.8 | -0.1 | -1.0 | 2.5
31 | O=C(CNS(=O)(=O)c1ccccc1)N/N=C\c1ccccc1[N+](=O)[O-] | -10.3 | 0.0 | -0.7 | 20.3
32 | Cc1c(Br)c(C(F)(F)F)nn1CC(=O)Nc1cc(Oc2cccnc2)cc([N+](=O)[O-])c1 | -2.4 | -0.1 | 0.4 | -1.0
33 | COc1ccccc1C1OCCN1C(C)=O (configuration not stated) | 8.1 | 0.2 | -1.0 | 2.1
34 | COc1ccc(Br)cc1C(=O)Nc1cccc([N+](=O)[O-])c1 | 4.4 | 0.0 | 0.5 | 12.9
35 | C(=N\Nc1nn[nH]n1)/c1ccc(N2CCOCC2)cc1 | -5.4 | 0.0 | 0.1 | 57.9*
36 | CCCOc1ccc(C(=O)N2CCOCC2)cc1 | 6.6 | -0.4 | -0.8 | -0.5

From compound 34 as far as 36, copied from above:
# | molecule | TEAD-YAP block | FBW7 activator | GPR151 activ | MITF primary
34 | COc1ccc(Br)cc1C(=O)Nc1cccc([N+](=O)[O-])c1 | 4.4 | 0.0 | 0.5 | 12.9
35 | C(=N\Nc1nn[nH]n1)/c1ccc(N2CCOCC2)cc1 | -5.4 | 0.0 | 0.1 | 57.9*
36 | CCCOc1ccc(C(=O)N2CCOCC2)cc1 | 6.6 | -0.4 | -0.8 | -0.5

(next part)
# | molecule | TEAD-YAP block | FBW7 activator | GPR151 activ | MITF primary
37 | COc1cccc(N2C(=O)CC(NCc3ccc(S(N)(=O)=O)cc3)C2=O)c1 (configuration not stated) | -3.5 | -0.1 | -1.2 | -8.6
38 | CC1CN(c2ncnc3c2c(-c2ccccc2)cn3-c2cccc(C(F)(F)F)c2)CC(C)O1 (configuration not stated) | 10.1 | 0.8 | -1.5 | 15.2
39 | COc1ccc(NC(=O)CSc2ncnc3c2nnn3-c2ccc(F)cc2)cc1OC | 10.4 | 0.2 | 0.1 | -7.2
40 | CC(C)(C)NC(=O)C(=O)NNC(=O)c1ccc2ccccc2c1 | -12.6 | 0.0 | -0.1 | -5.6
41 | CCc1ccccc1NC(=O)c1c(NC(=O)c2ccccc2)sc(-c2ccccc2)c1C | -4.4 | 1.1 | -0.2 | 19.2
42 | Cc1ccc2oc(C(F)(F)F)cc(=O)c2c1[N+](=O)[O-] | -6.8 | 0.0 | 1.0 | 2.4
43 | O=C(NCCNc1cc(-n2cccn2)ncn1)Nc1ccccc1Cl | 0.8 | -0.1 | 2.0 | 1.6
44 | O=C(CCCCCn1nnc2ccccc2c1=O)N1CCN(c2cccc(Cl)c2)CC1 | -2.8 | 0.0 | 1.6 | -4.4
45 | Cc1cn2c(C)nc([N+](=O)[O-])c2n1CCCC(=O)O | -0.8 | -0.1 | -0.4 | -5.5
46 | Cc1cccc(/C=N/NC(=O)c2ccc(O)c(O)c2)c1 | 2.3 | -0.1 | 0.7 | -3.0
47 | COc1cc(/C=C2/C(=N)N3N=C(C)SC3=NC2=O)ccc1OCCOc1c(C)cccc1C | 16.6 | 0.1 | -0.1 | 6.8
48 | O=S(=O)(c1cccc(Cl)c1Cl)N1CCNCC1 | 5.4 | 0.0 | -1.6 | -4.8
49 | NC1=NC(=O)/C(=C\c2cccs2)S1 | -1.1 | 0.2 | -0.8 | 11.2
50 | C=CCOc1c(-c2ccco2)oc2ccccc2c1=O | 5.5 | 0.3 | 1.5 | -8.3
51 | COc1cncc(-c2cnc(N)c(NCC3CCOCC3)n2)c1 | 28.0 | 0.0 | 0.9 | 19.0
52 | COc1ccccc1N1CCN(CC(=O)c2ccc(F)cc2)CC1 | 2.6 | 0.0 | 0.6 | 68.9*
53 | C=CCn1c(SCC(=O)Nc2nccs2)nc2c([nH]c3ccccc32)c1=O | -14.4 | 0.0 | -0.5 | -12.9
54 | CNc1nc2c(C)cccn2c(=O)c1C=Nc1ccccc1 | 5.5 | 0.1 | -1.4 | 8.4
55 | COc1ccc(-c2nc(C#N)c(NC3CC3)o2)cc1 | -61.1 | 0.0 | 2.8 | -4.7
56 | CC(=O)Nc1c(C(=O)c2ccccc2)oc2ccccc12 | 7.5 | 0.1 | 0.3 | -2.3
57 | O=C(CCNC(=O)c1ccccc1)N=Nc1c(O)[nH]c2c([N+](=O)[O-])cc([N+](=O)[O-])cc12 | 2.0 | -0.2 | 0.3 | 12.4
58 | Cc1ccc(CC(=O)O/N=C(\N)Cc2ccc([N+](=O)[O-])cc2)cc1 | 2.3 | 0.6 | 0.0 | -10.1
59 | O=c1cc(O)n(-c2ccc(Cl)cc2)c(=S)[nH]1 | -4.4 | -0.4 | 0.5 | 4.3
60 | Cc1cc(OCC(=O)Nc2ccc(-c3nc4ccccc4[nH]3)cc2)ccc1Cl | -11.8 | 0.0 | 0.6 | -44.3
61 | COc1ccc(NC(=O)c2nc(-c3ccncc3)no2)cc1Cl | 6.5 | -0.1 | -1.7 | 0.8
62 | CCc1ccc(N(CC(=O)Nc2ccc(F)cc2)S(C)(=O)=O)cc1 | -6.0 | 0.0 | 0.9 | 6.4
63 | COc1ccc(Nc2nnc(Cc3ccccc3)c(=O)[nH]2)cc1 | 0.7 | -0.1 | -0.9 | -7.2
64 | CN(Cc1cccnc1)C(Cc1ccccc1)C1CCN(C(=O)c2csnn2)CC1 (configuration not stated) | 1.2 | 0.0 | 0.6 | -1.0
65 | CC(C)C(CC(=O)NCc1cccnc1)NS(=O)(=O)c1ccc(F)cc1 (configuration not stated) | 9.3 | 0.5 | -1.5 | 10.2
66 | Cc1ccc2nc(N3CCC(C(=O)NC(c4ccco4)C(F)(F)F)CC3)nc(C)c2c1 (configuration not stated) | -25.8 | 0.1 | 0.6 | -19.6
67 | Cc1ccc(/C=N/NC(=O)CSCc2ccc([N+](=O)[O-])cc2)cc1[N+](=O)[O-] | 6.5 | -0.1 | 1.5 | -0.4
68 | O=c1c(Nc2ccc(-c3ccno3)cc2)c(-c2ccc(Cl)cc2)c1=O | 1.4 | -0.1 | 1.1 | 1.4
69 | COc1ccc(C2=NN(S(=O)(=O)c3ccccc3)C(c3ccc(OC)cc3)C2)cc1 (configuration not stated) | 4.4 | 0.0 | -0.1 | 13.8
70 | O=C(O)/C=C/C(=O)OC/C=C/c1ccccc1 | -1.7 | 0.2 | 0.1 | -1.2
71 | CS(=O)(=O)Nc1cccc(-c2cnc3c(NCc4ccc5c(c4)OCO5)nccn23)c1 | 3.2 | 0.1 | 1.8 | -5.7
72 | CN(C)S(=O)(=O)c1cccc(C(=O)NCCO)c1 | 0.1 | 0.1 | -1.3 | -0.7
73 | Nc1c(C(=O)c2ccccc2)sc2nc3c(c(-c4cccnc4)c12)CCC3 | -17.0 | 1.2 | 1.3 | 4.8
74 | C[C@H]1NC(=O)[C@@H]2C[C@H](NC(=O)c3cc(F)cc(F)c3)CN2C1=O | 3.7 | 0.0 | -0.9 | 7.7
75 | O=[N+]([O-])c1ccc(SCc2ccccc2)cc1 | -13.1 | 0.1 | -0.5 | 12.7
76 | CN(C)c1ccc(NC(=O)CN2C(=O)C3CCCCN3C(=O)c3ccccc32)cc1 (configuration not stated) | 4.7 | -0.2 | 0.2 | -2.4
77 | O=C1c2ccc(-c3nc4cc([N+](=O)[O-])ccc4o3)cc2C(=O)N1c1ccccc1-c1ccccc1 | 3.1 | -0.1 | 1.3 | 9.2
78 | N#C/C(=C\c1cn(CC(=O)NCc2ccco2)c2ccccc12)C(=O)NC1CCCC1 | -5.5 | -0.2 | 0.8 | -3.8
79 | COc1ccccc1CNCc1c(C(=O)O)c(C)n(Cc2ccccc2F)c1C | 2.0 | 0.0 | 0.3 | 23.6
80 | COc1ccc(OC)c(/C=N/NC(=O)C(=O)Nc2ccc(C)c(C)c2)c1 | 1.3 | 0.1 | 0.1 | 11.7
81 | Cc1ccccc1-c1nc2cc(NC(=O)c3ccc(F)cc3)ccc2o1 | -20.7 | 0.2 | 2.1 | -5.2
82 | Cn1c(Nc2nc(NCCN3CCOCC3)c3ncn(-c4ccsc4)c3n2)nc2ccccc21 | 17.5 | 0.0 | -0.4 | -2.5
83 | O=C1c2cccc([N+](=O)[O-])c2C(=O)N1c1cccnc1 | -11.1 | 0.3 | -0.3 | -1.2
84 | Cc1cc(C)n(CC(=O)N2CCC(C(Cc3ccccc3)N(C)C(=O)CN(C)C)CC2)n1 (configuration not stated) | -3.0 | 0.0 | 0.6 | 9.2
85 | O=C1N=c2ccc(F)cc2=C1c1sc(=Nc2ccccc2)n(-c2ccccc2)c1O | 0.5 | 0.0 | 0.5 | 10.5
86 | COc1ccccc1/C=N/NC(=O)COCC(=O)N/N=C/c1ccccc1OC | -0.4 | -0.1 | -0.3 | 10.9
87 | CCOC(=O)C1CCCN(C(=O)c2nc(-c3cccnc3)no2)C1 (configuration not stated) | 5.7 | -0.2 | -1.1 | -7.9
88 | Cc1ccc(N2CCN(C(=O)CC3(CC4=NS(=O)(=O)c5ccccc5N4)CCCC3)CC2)c(C)c1 | 24.8 | -0.2 | 0.5 | 4.7
89 | Cc1nn(CC(=O)NCCCN2C(C)CCCC2C)c(=O)c2cccn12 (configuration not stated) | -8.5 | -0.2 | -0.8 | -4.1
90 | CCS(=O)(=O)Nc1ccc(N2CCCC2)c(S(=O)(=O)Nc2ccccc2OC)c1 | -3.0 | 0.4 | -2.3 | 17.4
